Source: PubChem BioAssay (National Center for Advancing Translational Sciences (NCATS))
PI4K2A inh = PI4K2A (human) kinase inhibition; Q9BTU6; purified PI4K2A, ADP-Glo luminescence, 1 h; stronger effect = lower value; activity change, negative = inhibition, % at 76.9 µM; 0.13% of 420,000 active; AID 1346378; in the data active means activity change below about -50%; inconclusive means mostly about -30% to -49%;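 further: -100% = wells without enzyme as full effect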
Target sequence (Q9BTU6 whole entry, looked up): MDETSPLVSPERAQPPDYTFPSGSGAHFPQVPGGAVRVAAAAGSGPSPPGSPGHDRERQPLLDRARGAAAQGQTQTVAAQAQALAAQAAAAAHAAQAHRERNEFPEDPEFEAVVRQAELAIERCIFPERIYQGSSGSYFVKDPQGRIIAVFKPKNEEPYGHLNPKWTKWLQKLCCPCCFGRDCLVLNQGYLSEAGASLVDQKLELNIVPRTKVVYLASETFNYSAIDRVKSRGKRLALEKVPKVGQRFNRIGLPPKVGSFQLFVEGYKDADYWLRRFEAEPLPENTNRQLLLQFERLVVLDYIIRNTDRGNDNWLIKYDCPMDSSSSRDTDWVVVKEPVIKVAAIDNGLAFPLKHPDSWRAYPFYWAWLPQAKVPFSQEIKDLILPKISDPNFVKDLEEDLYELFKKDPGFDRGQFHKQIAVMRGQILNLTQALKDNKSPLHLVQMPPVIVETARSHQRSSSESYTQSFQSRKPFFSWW
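ADP-Glo luminescence measured ADP generated by PI4K2A enzyme (4 ug/mL before mixing) with 1.2 mM PI substrate (pre-mix) and 300 microM ATP (pre-mix). Tris pH7.5 buffer with MgCl2, Triton X-100; 1 h reaction at ambient temperature.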
LDHA block = blocks human lactate dehydrogenase A; P00338; purified LDHA, NADH/diaphorase-resazurin fluorescence; stronger effect = lower value; activity change, % (values are at about 110 or 230 µM); 0.15% of 480,000 active; in the data active means activity change below about -30%; inconclusive means mostly about -25% to -30%;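 further: plate controls were DMSO wells for no effect and wells without enzyme for full effect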
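LDH5 2 nM; NADH 0.06 mM, pyruvate 0.2 mM; 200 mM Tris pH 7.4, EDTA, Tween-20; 5 min RT. Detection: diaphorase 0.133 mg/mL + resazurin 37 µM, fluorescence ex540/em590 at 0 and 20 min; normalized to enzyme-free and DMSO wells.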
TrxR1 substrate = substrates of rat thioredoxin reductase 1 | O89049 | purified TrxR1 substrate turnover, NADPH consumption readout | Potency, µM (titrated, usually from 114 µM), for inactives: top-dose activity change, negative = substrate turnover | 0.01% of 390,000 active | AID 588456; further: potency means the concentration at half of the fitted maximal effect; on the % scale 0 is the no-effect control and ±100 the full control effect; nearly all actives have a fitted effect of over 50% in size
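Rat TrxR1, dispensed at 90 nM, was prereduced with 400 uM NADPH (final) for 5 min at ~22 deg C, then incubated with compound 15 min before 400 uM selenite. A first-read NADPH fluorescence drop versus no-compound background flagged substrates.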
RXFP1 ag = activates the human relaxin receptor RXFP1; HEK293T-RXFP1 cAMP TR-FRET, 30 min; response scale: percent of porcine relaxin response, buffer zero; Potency, µM (top dose mostly 57.5 µM), for the others: at the highest dose activation, actives largely listed as activators; 0.3% of 370,000 active; further: potency means the concentration at half of the fitted maximal effect; on the % scale 0 is the no-effect control and ±100 the full control effect; nearly all actives have a fitted effect of over 60% in size; many of its hits are not listed in these tables
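HEK293 cells stably expressing RXFP1, treated 30 min at 37C with compounds plus PDE4 inhibitor Ro 20174; cAMP measured by HTRF TR-FRET. Normalized to buffer and 29 nM porcine relaxin; EC50 by Hill fit.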
mIDH1 inhibitor = blocks human mutant IDH1 R132H enzyme; IDH1-R132H enzyme, NADPH consumption, diaphorase/resazurin fluorescence; Potency, µM (top dose mostly 76.6 µM), for inactives: at the highest dose activity change, negative = inhibition, hits mostly inhibitors; 0.093% of 390,000 active; AID 602179; further: potency means the concentration at half of the fitted maximal effect; on the % scale 0 is the no-effect control and ±100 the full control effect; nearly all actives have a fitted effect of over 65% in size
Target sequence (O75874 whole entry R132H, stated change not applied): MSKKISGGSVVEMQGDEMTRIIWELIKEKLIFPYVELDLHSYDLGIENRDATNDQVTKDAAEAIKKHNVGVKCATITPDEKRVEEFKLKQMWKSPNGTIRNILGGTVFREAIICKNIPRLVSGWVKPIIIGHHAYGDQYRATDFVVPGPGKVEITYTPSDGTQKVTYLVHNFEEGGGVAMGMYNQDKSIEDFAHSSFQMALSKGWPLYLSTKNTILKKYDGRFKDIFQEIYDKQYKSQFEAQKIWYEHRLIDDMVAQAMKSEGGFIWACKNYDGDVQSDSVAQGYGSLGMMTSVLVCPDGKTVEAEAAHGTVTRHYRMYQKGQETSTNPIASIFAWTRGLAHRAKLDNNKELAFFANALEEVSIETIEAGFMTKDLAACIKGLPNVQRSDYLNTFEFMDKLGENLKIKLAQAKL
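IDH1-R132H (0.5 ug/mL dispensed) in pH 7.5 Tris buffer was preincubated 30 min with compound, then given a substrate mix of 0.016 mM NADPH and 2 mM alpha-KG for 80 min at room temperature; remaining NADPH was read by diaphorase/resazurin fluorescence.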
GRP78 ERSR act = inducers of ER stress response in human glioma cells; U87-MG GRP78 promoter luciferase reporter, 16 h; 0.02% of 420,000 active; Potency, µM, without a hit: top-dose activation, usual class: activators; further: potency means the concentration at half of the fitted maximal effect; series mostly up to about 76 µM; % of control where 0% means no effect; nearly all actives have a fitted effect of over 35% in size
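Stably transfected U87-MG glioma cells carrying a GRP78-based luciferase sensor; 16 h compound incubation. Luminescence end-point read 10 min after Bright-Glo addition at room temperature.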
USP1-UAF1 inh = blocks the human USP1/UAF1 deubiquitinase complex. O94782. recombinant USP1/UAF1, Ub-Rhodamine cleavage fluorescence. Potency, µM (doses to about 57.1 µM), inactives show at the top dose activity change, negative = inhibition, most hits filed as inhibitors. 0.23% of 390,000 active. AID 743255; further: potency means the concentration at half of the fitted maximal effect; on the % scale 0 is the no-effect control and ±100 the full control effect; nearly all actives have a fitted effect of over 60% in size; inactives centre near -12
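USP1/UAF1 complex (1 nM) preincubated 15 min at room temperature with compound, then Ub-Rho substrate (150 nM final) added. Kinetic fluorescence at 480/540 nm over 6 reads at 60 s intervals; 50 mM HEPES pH 7.8, 0.5 mM EDTA, 0.1 mg/ml BSA, 1 mM TCEP, 0.01% Tween-20.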
Vif-A3G inh = Vif-A3G binding inhibition. 0.076% of 410,000 active. HeLa A3G-eYFP + Vif (tagged APOBEC3G with the HIV-1 protein that degrades it), YFP fluorescence, overnight. AID 602310. Q9HC16. Potency, µM (highest dose often 46.1 µM), for the others: at the top dose activity, negative = active, actives largely listed as inhibitors;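 further: potency means the concentration at half of the fitted maximal effect; on the % scale 0 is the no-effect control and ±100 the full control effect; nearly all actives have a fitted effect of over 60% in size; hits raise eYFP signal because A3G escapes Vif-driven loss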
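HeLa cells stably expressing Vif and C-terminally eYFP-tagged A3G, seeded overnight at 37 deg C, then exposed to compound by pintool overnight at 37 deg C. Rise in yellow fluorescence (Ex 488/Em 500-530, Acumen) marks blocked Vif-driven A3G degradation.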
Vif-A3F inh = blocks the Vif interaction with APOBEC3F. HeLa A3F-eYFP + Vif (tagged APOBEC3F with the HIV-1 protein that degrades it), YFP fluorescence increase. Potency, µM (titrated, usually from 46.1 µM), without a hit: at the top dose activity, negative = active. 0.2% of 390,000 active. AID 602313; further: potency means the concentration at half of the fitted maximal effect; % of control where 0% means no effect; nearly all actives have a fitted effect of over 65% in size
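HeLa cells stably expressing Vif plus C-terminally eYFP-tagged A3F were seeded, incubated overnight at 37 deg C, dosed with compound, incubated overnight again at 37 deg C. Yellow fluorescence (Ex 488/Em 500-530) reported blocked Vif-mediated A3F-eYFP degradation.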
Numbers without * were called inactive; ? = inconclusive; . = no result given; & = joins results of further samples; [ ] = another dose, or the depositor's remark. Unless noted, the call rests on the fitted dose curve; in most records, active means well fitted curve in the direction sought with a large enough effect; inconclusive means small, poorly fitted or top-dose-only effect, or another doubt; inactive means no such curve, though single readings can be large; an effect the other way counts as inactive or inconclusive.

SMILES	PI4K2A inh	LDHA block	TrxR1 substrate	RXFP1 ag	mIDH1 inhibitor	GRP78 ERSR act	USP1-UAF1 inh	Vif-A3G inh	Vif-A3F inh
O=C1CCC(C(=O)N2CCN(c3ccccc3Cl)CC2)CN1CC1CCCCC1 (configuration not stated)	-2	1	-7%	1.4%	-3%	2%	-9%	2%	-3%
Cc1ccc(N2CC(C(=O)Nc3nnc(SCC(=O)NCC4CCCO4)s3)CC2=O)cc1C (configuration not stated)	0	-4	0%	3.1%	5%	-1%	-12%	0%	3%
Cc1cc(C)n2nc(SCC(=O)c3ccccc3)nc2n1	-1	-3	8%	2.7%	-1%	1%	-4%	2%	2%
COc1ccc(/C=C/C(=O)NCC(=O)n2nc(C)cc2C)cc1	5	-8	1%	-0.6%	2%	3%	-1%	-2%	10%
O=C(NCc1ccc2c(c1)OCO2)C1CC(=O)N(c2ccc(F)cc2)C1 (configuration not stated)	-9	-4	6%	-1.2%	5%	-1%	-20%	0%	2%
CCn1c(=S)sc2c(=O)n(CC(=O)Nc3ccccc3OC)c(C)nc21	-2	-24	-6%	1.4%	-4%	1%	-12%	2%	2%
Cc1ccc(CCN2CC(C(=O)O)CC2=O)cc1 (configuration not stated)	1	-6	17%	2.4%	10%	-2%	?	0%	-11%
COc1ccccc1C(=O)N/C(N)=N/c1nc2ccccc2o1	-9	-2	-2%[57.1 µM]	1.0%	-4%	9%	-6%	?	?
CCc1nnc(NC(=O)CSc2sc3c(O)cc(=O)[nH]c3c2C#N)s1	-6	1	1%	12%	-4%	-2%	-26%	6%	6%
COCCN(C(=O)COC(=O)c1ccco1)c1c(N)n(Cc2ccccc2)c(=O)[nH]c1=O	0	0	0%	0.6%	2%	-5%	-14%	3%	7%
Cc1ccccc1/C=N\NC(=O)c1ccc(Cn2cccn2)o1	6	-3	10%[57.1 µM]	-1.0%	5%	0%	-19%	-3%	-2%
Cc1noc(C)c1COC(=O)c1ccc(N(C)C)cc1	5	-7	0%	-0.1%	-10%	9%	-22%	0%	5%
N#Cc1nc(COc2ccc(F)cc2)oc1N1CCCCC1	7	-4&-10	6%[57.1 µM]	-2.2%	-7%	-1%	-10%	3%	0%
CC(=O)Nc1ccc(NC(=O)COC(=O)c2c(-c3ccccc3)noc2C)cc1	5	0	3%	1.2%	2%	-2%	-20%	0%	-1%
OCCN1CCN(c2cc(-c3ccc4ccccc4c3)nc3ccnn23)CC1	3	-2	.	.	.	-4%	.	1%	.
COc1ccccc1N1CCN(S(=O)(=O)c2ccc3c(c2)NC(=O)C(C)C(=O)N3)CC1 (configuration not stated)	-3	5	17%[57.1 µM]	3.1%	6%	-1%	-16%	-2%	-8%
CC(C)NCc1c(O)c(Br)cc2oc3c(c12)CCCC3	-3	10	2%	-0.1%	4%	-2%	-4%	0%	-4%
Cn1c(=O)n(C/C=C/c2ccccc2)c(=O)c2c1nc1n2CCN1c1ccc(Cl)cc1	-8	-10	2%	5.5%	-8%	-2%	-14%	-3%	-4%
NS(=O)(=O)c1ccc(NC(=O)COC(=O)c2c3c(nc4ccccc24)/C(=C\c2ccc4c(c2)OCO4)CCC3)cc1	-1	-4	14%	4.7%	2%	0%	-22%	-4%	-5%
CC(C)C(=O)Nc1cc(C(F)(F)F)ccc1-n1ccnc1	-5	-2	0%	-0.5%	19%	-3%	-10%	2%	-4%
O=C(CN1CCN(C(=O)c2cccs2)CC1)NC1CCCCC1	-17	1	6%[57.1 µM]	-1.0%	-2%	-4%	-12%	-3%	-8%
Cc1ccc(-c2cc(C(F)(F)F)n3ncc(C(=O)O)c3n2)cc1	5	-4	-10%	0.4%	4%	7%	-8%	-2%	6%
Cc1ccccc1C(=O)O/N=C(\N)Cc1cccs1	0	-4	2%	-2.3%	12%	3%	-27%	-9%	2%
O=C(c1cccnc1)N1CCN(c2ccc3ccccc3n2)CC1	3	-13	28%	0.0%	0%	-3%	-9%	-3%	-5%
Cn1c(=O)c2c(nc(NCC3CCCC(CN)C3)n2Cc2ccc(Cl)cc2Cl)n(C)c1=O (configuration not stated)	-1	-1	4%	2.5%	3%	-5%	-15%	-2%	?
COc1ccc(C2=C/C(=C\c3ccc(OC(C)=O)cc3)C(=O)O2)cc1	1	0	-8%	0.1%	-1%	0%	-12%	-11%	0%
COc1cc2ccccc2cc1C(=O)N/N=C/c1ccc2c(c1)OCO2	0	-1	10%	4.0%	5%	-5%	-26%	?	-5%
O=[N+]([O-])c1ccc(O)c(CNCc2ccccc2)c1	-1	-3	-15%	.	1%	-2%	0%	-2%	-17%
Cc1nc2ccc(S(=O)(=O)N(CC(=O)Nc3cccc(F)c3)Cc3ccccc3)cc2s1	-4	-1	4%[57.1 µM]	0.7%	1%	-1%	-25%	1%	1%
O=S(=O)(N1CCCCC1)N1CCN(c2cc(Cl)ccc2Cl)CC1	6	-8	8%	1.7%	1%	-3%	-23%	-1%	-6%
CCOC(=O)COc1ccc(C2NC(C(=O)O)CS2)cc1 (configuration not stated)	-13	-3	4%	1.2%	0%	2%	3%	1%	-11%
Cc1cc(C)c(NC(=O)CS(=O)CC(=O)NCCN2CCCCCC2)c(C)c1 (configuration not stated)	-1	-4	-15%	-0.5%	-4%	-2%	-12%	9%	1%
C1CCN(c2nc3nonc3nc2NCC2CCOCC2)CC1	-3	-4	-7%	1.0%	3%	-7%	2%	0%	1%
CS(=O)(=O)c1ccc(-c2csc(C(O)c3cccc(Cl)c3)n2)cc1 (configuration not stated)	-2	-5	.	.	.	-1%	.	-4%	.
Fc1ccc(NC(=S)N2CCN(c3ccccn3)CC2)cc1Cl	0	-9	-3%	.	1%	-1%	-16%	-3%	11%
CCOc1cccc(OCCCCN2CCOCC2)c1	10	-20	-4%	3.6%	16%	-4%	4%	1%	.
COc1ccccc1CNC(=O)CN1C(=O)CSc2ccc(S(=O)(=O)N3CCCCC3)cc21	2	-3	0%[57.1 µM]	1.0%	-9%	-3%	-15%	1%	6%
CNc1oc(/C=C/c2cccc(OC)c2)nc1C#N	-4	-4&-6	.	21%	-4%	0%	-10%	1%	6%
CCNc1ccc(C(=O)OCC(=O)NCCN2C(=O)CSC2=O)cc1[N+](=O)[O-]	-3	-3	-10%	2.1%	5%	-1%	1%	2%	21%
Cc1ccc(NC(=O)C(=O)NCCN2CCN(C(=O)C(c3ccccc3)c3ccccc3)CC2)cc1	5	-5	-4%	4.1%	1%	-6%	0%	2%	3%
O=C1C=CN2CCCC2CC1 (configuration not stated)	-5	3	2%	.	10%	-5%	-16%	0%	5%
COCCn1nnnc1CN(Cc1cccnc1)Cc1cc2cc(OC)ccc2[nH]c1=O	0	-5	32%[57.1 µM]	-0.1%	8%	-4%	-6%	1%	6%
COC(=O)c1cn(Cc2cccnc2)c(=O)c2ccccc12	-1	-14	3%	4.1%	-1%	-4%	-6%	0%	12%
COc1ccc(-c2csc(NC(C)=O)n2)cc1OC	1	0	10%[57.1 µM]	2.5%	3%	7%	-12%	-7%	5%
COC(=O)c1oc2c(c1C)C(=O)CC(C)(C)C2	-1	-4	0%[57.1 µM]	2.0%	-3%	-1%	-11%	-1%	8%
Brc1ccc(-c2csc(N/N=C/c3ccc4c(c3)OCO4)n2)cc1	2	-3	-9%	0.6%	5%	-4%	-12%	-1%	3%
O=C(N/N=C/c1ccncc1)c1cccc(S(=O)(=O)N2CCCC2)c1	-5	-1	-9%	-0.5%	2%	-1%	-7%	-5%	5%
CCCc1[nH]n(-c2ccc(F)cc2)c(=O)c1C=Nc1cccc(F)c1	3	-6	-9%	-1.9%	-2%	-1%	-17%	?	-1%
O=C(CN1CCN(c2ccc(O)cc2)CC1)Nc1ccccc1C(=O)NCCc1ccccc1	-11	8	-3%	0.4%	11%	-1%	-24%	10%	2%
CCCN1CCC(NC(=O)Nc2ccc([N+](=O)[O-])cc2)CC1	-4	-9	-11%	1.4%	-2%	-5%	-7%	1%	16%
COc1cc(C(=O)NCCCc2ccccc2)cc(OC)c1OC	-4	-3	0%	-1.7%	8%	-4%	-10%	0%	6%
CCOC(=O)c1c[nH][nH]c1=O	2	-3	3%[57.1 µM]	17%	-1%	-7%	-14%	-2%	-3%
Cc1ccc(-c2csc3ncnc(Cl)c23)cc1	1	1	3%[57.1 µM]	0.6%	6%	-5%	-10%	-9%	7%
COc1ccccc1CC(=O)N(Cc1ccccc1)c1ccc(C)cc1	4	1	2%	-1.6%	4%	-2%	-21%	-10%	-19%
C[C@@H]1CN([C@H](C)CO)C(=O)c2cc(Br)cnc2O[C@@H]1CN(C)C(=O)c1cccc(F)c1	3	-1	.	.	-5%	-1%	-27%	3%	-2%
CCc1cccc2c(C(=O)COC(=O)c3ccc(O)cc3)c[nH]c12	-3	-1	2%	1.1%	5%	-3%	-21%	-6%	-17%

An excerpt, so the mix of outcomes need not match the whole.
